From PubChem BioAssay
PLCg1 inh: inhibitors of human phospholipase C gamma1; P19174; purified PLC-gamma1, fluorogenic substrate, fluorescence; inhibition, % at 12.2 µM; 0.84% of 370,000 active; in the data active = inhibition above about 9.5%
PLC-beta3 inh: blocks human PLC-beta3 enzyme activity. Q01970. Purified PLC-beta3, fluorogenic substrate, fluorescence. inhibition, % at 12.2 µM. 0.18% of 370,000 active. AID 720704; in the data active = inhibition above about 11%;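 also: 0% = median of compound wells on plate and 100% = full blocker control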
DAX1 inh-1: inhibitors of human orphan nuclear receptor DAX1 (NR0B1) | inhibition, % at 6.75 µM | AID 504766 | 0.99% of 340,000 active | HEK293 Gal4-DAX1 luciferase reporter, luminescence | P51843;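 active = inhibition above the mean over all tested compounds plus 3 SD, cut at about 4.2% in these data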;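 also: 0% = DAX1-transfected cells with DMSO and 100% = empty-vector control cells with DMSO; inhibition shows as a rise in luminescence from relieved DAX1 repression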
Target sequence (P51843 207-470 limits assumed): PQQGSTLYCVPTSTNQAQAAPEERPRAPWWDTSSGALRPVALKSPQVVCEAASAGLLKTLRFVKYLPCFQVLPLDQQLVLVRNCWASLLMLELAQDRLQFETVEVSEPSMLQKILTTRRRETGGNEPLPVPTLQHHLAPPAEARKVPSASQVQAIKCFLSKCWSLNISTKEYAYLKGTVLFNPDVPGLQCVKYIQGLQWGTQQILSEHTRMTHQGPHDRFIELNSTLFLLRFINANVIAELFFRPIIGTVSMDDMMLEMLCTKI
ssDAF-12 act: S. stercoralis DAF-12 activation, primary screen; HEK293 ssDAF-12/GRIP1 lit1-tk-luc reporter, luminescence; % of 3 µM dafachronic acid response; activation, % at 6.8 µM; 1% of 370,000 active; AID 652126;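 active = activation above the mean over all tested compounds plus 3 SD, cut at about 0.9% in these data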;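 also: 0% = DMSO-only wells and 100% = 3 µM delta7-dafachronic acid wells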
ADAM17 inh: inhibitors of human ADAM17 | 0.83% of 370,000 active | recombinant ADAM17, EDANS/DABCYL FRET peptide cleavage | AID 720648 | inhibition, % at 6.95 µM;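 active = inhibition above the mean of compounds lying between control limits plus 3 SD, set per campaign, cut at about 8.5% in these data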;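 also: 0% = DMSO-only wells as the low control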
sPLA2-III inh: Blocks human group III sPLA2 activity; Q9NZ20; QFRET BODIPY PC-A2 liposome hydrolysis, fluorescence; inhibition, % at 12.2 µM; 0.56% of 370,000 active; AID 743126;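 active = inhibition above mean plus 3 SD of compounds lying within the high and low control bounds, cut at about 19% in these data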;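 also: 0% = median of test compound wells and 100% = no enzyme DMSO wells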
Target sequence (Q9NZ20 whole entry, looked up): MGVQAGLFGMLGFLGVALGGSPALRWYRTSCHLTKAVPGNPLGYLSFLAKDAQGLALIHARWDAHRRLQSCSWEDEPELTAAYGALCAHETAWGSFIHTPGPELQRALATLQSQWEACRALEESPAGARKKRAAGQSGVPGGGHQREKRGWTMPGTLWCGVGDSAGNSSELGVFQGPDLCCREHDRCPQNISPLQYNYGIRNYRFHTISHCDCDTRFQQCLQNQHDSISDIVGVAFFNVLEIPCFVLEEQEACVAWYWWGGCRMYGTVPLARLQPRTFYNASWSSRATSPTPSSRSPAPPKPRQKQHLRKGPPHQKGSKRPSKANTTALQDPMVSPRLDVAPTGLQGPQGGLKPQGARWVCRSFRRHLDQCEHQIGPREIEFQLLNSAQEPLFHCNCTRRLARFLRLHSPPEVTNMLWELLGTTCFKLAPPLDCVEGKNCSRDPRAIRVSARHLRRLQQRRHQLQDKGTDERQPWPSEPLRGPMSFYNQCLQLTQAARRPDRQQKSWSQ
hgDAF12 agonist: hgDAF-12 agonism, primary luciferase screen | HEK293 GAL4-hgDAF12 UAS-luciferase reporter, agonist luminescence; normalized to butyrate control | activation, % at 6.8 µM | 1.8% of 370,000 active | AID 687014;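 active = activation above a cutoff set at the mean of all screened compounds plus 3 SD, cut at about 10% in these data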;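 also: 0% = DMSO wells and 100% = sodium butyrate wells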
DAX1 inh-2: DAX1 (NR0B1) inhibition, primary screen. HEK293T StAR-luciferase reporter, SF-1/DAX-1 repression relief. inhibition, % at 6.8 µM. 1.1% of 370,000 active. AID 652010;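 active = inhibition above the mean over all tested compounds plus 3 SD, cut at about 3.6% in these data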;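 also: 0% = DAX-1 cells with DMSO and 100% = cells lacking DAX-1 with DMSO; higher inhibition means more luminescence from relief of DAX-1 repression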
FXN GAA850 act: increases GAA850 frataxin promoter reporter activity; HEK293 lucGAA850 FXN promoter luciferase reporter, 24 h; percent of 10 µM SAHA response; activation, % at 6 µM; 0.56% of 360,000 active;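 active = activation above the average of all compounds screened plus 3 SD, cutoff fixed separately per campaign, cut at about 7.5% in these data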;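 also: 0% = DMSO wells and 100% = 10 µM SAHA wells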
hcDAF-12 act: H. contortus DAF-12 activation, primary screen; HEK293 hcDAF-12 lit1-tk-luc reporter, luminescence; 0% DMSO, 100% Δ7-dafachronic acid; activation, % at 6.8 µM; 1.4% of 370,000 active; AID 652067;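 active = activation above the mean of all tested compounds plus 3 SD, cut at about 5.5% in these data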;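 also: 100% = response to 3 µM Δ7-dafachronic acid high control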
ADAM10 inh: inhibits human ADAM10 | O14672 | recombinant ADAM10, EDANS/DABCYL FRET peptide cleavage, 3 h | inhibition, % at 7 µM | 0.62% of 370,000 active | AID 720582;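 active = inhibition above a per-campaign cutoff equal to the mean of compounds falling between control-based bounds plus 3 SD, cut at about 20% in these data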;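 also: 0% = DMSO wells while the 100% control is not disclosed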
An asterisk follows results filed as active; / = not tested or not shown.

SMILES	PLCg1 inh	PLC-beta3 inh	DAX1 inh-1	ssDAF-12 act	ADAM17 inh	sPLA2-III inh	hgDAF12 agonist	DAX1 inh-2	FXN GAA850 act	hcDAF-12 act	ADAM10 inh
Cc1cc(C)c2[nH]c(O)c(N=Nc3ccc(C(=O)O)cc3)c2c1	0	-4	-1.1	0.4	-4	5	1.7	0.4	1.7	2.2	-1
Cc1cc([N+](=O)[O-])ccc1NC(=O)c1cncc(Br)c1	1	3	-0.4	-1.6	1	2	0.0	0.7	-1.9	0.0	1
O=C(COC(=O)CCc1nc2ccccc2s1)NCc1ccco1	4	4	2.6	-0.5	0	2	-1.7	0.0	-0.5	1.9	-2
CN(C)c1ncnc2c1ncn2[C@H]1CN(Cc2ccc(F)cc2)C[C@@H](CO)O1	-1	0	/	-0.5	-3	-3	-2.0	-0.2	0.7	0.4	0
COc1ccc(/C=C/C(=O)NC(=S)NNC(=O)c2cccs2)cc1	-18	-19	3.1	-1.3	2	8	13*	1.0	-3.1	2.1	-4
C=CCn1cnc2c(nnn2-c2ccc(C)c(Cl)c2)c1=O	-1	-6	0.3	-1.7	-2	0	-1.6	1.5	3.0	-2.1	8
COc1cccc(C2=CC(c3cccc(OC)c3OC(F)F)n3nnnc3N2)c1 (configuration not stated)	-33	-46	-1.1	-1.3	-6	-8	0.6	0.3	-0.1	-0.4	-12
CCOc1ccc(NC(=O)C[n+]2ccccc2)cc1	6	2	1.0	-1.4	-1	3	2.3	-0.3	-0.1	-1.6	2
CC(=O)Nc1ccc(NC(=O)C2CCN(S(=O)(=O)c3ccc4c(c3)OCCO4)CC2)cc1	-2	-6	-0.1	-1.1	-4	1	2.7	0.0	1.6	-0.6	-15
CC(=O)N1CCc2c1cccc2S(=O)(=O)NC(CC(C)C)C(=O)Nc1ccccc1C (configuration not stated)	1	2	/	-1.4	-3	0	1.6	-0.3	/	-1.2	4
O=C(COC(=O)C1CCC1)Nc1cc(S(=O)(=O)N2CCOCC2)ccc1Cl	-3	3	2.1	-1.1	-3	6	1.2	-0.7	0.8	-1.9	-7
COc1ccccc1Oc1ccc(S(=O)(=O)N2CCOCC2)cc1S(=O)(=O)N1CCOCC1	0	1	-0.7	-0.6	-2	-4	0.2	-0.1	-1.0	-0.3	7
CCCC1NC(=S)N(C2CCCCC2)C1=O (configuration not stated)	3	0	0.9	-0.9	2	-64	-0.2	0.1	-0.1	-2.6	13
CCCNC(=O)c1nnsc1S(=O)c1ccc(Cl)cc1 (configuration not stated)	7	-3	-1.6	-2.2	-2	11	1.3	-2.3	-14	-1.8	-2
O=C(O)c1cncc(Br)c1	5	-1	-0.3	-0.9	-2	4	-1.6	-0.3	2.6	1.3	10
C=CCN1C(=O)CSC1=Nc1cccc(O)c1	-2	1	1.7	-0.5	-1	-2	0.0	0.0	-1.8	-0.6	0
Cc1nc2ccccc2c(=O)n1/N=C/c1ccccc1Cl	-4	-4	1.5	-0.6	-3	1	1.4	1.1	6.5	3.1	-1
CCN(CC)S(=O)(=O)c1ccc(NC(=O)CO/N=C(\N)c2ccccc2)cc1	3	-9	0.7	0.1	-3	-5	1.3	0.3	-0.4	5.1	-3
Cc1ccc(S(=O)(=O)N2CCCC2C(=O)OCc2ccccc2)cc1 (configuration not stated)	-2	0	-1.4	-0.9	4	-4	1.6	-0.3	2.2	-2.0	2
COc1ccc(NS(=O)(=O)c2ccc(NC(=O)C3CCCO3)cc2)cc1 (configuration not stated)	1	-1	-1.7	-0.9	-3	-5	-3.0	-0.8	1.1	-2.5	1

Arranged by value in ssDAF-12 act (ascending): some entries from above
| compound | ssDAF-12 act |
| --- | --- |
| CCCNC(=O)c1nnsc1S(=O)c1ccc(Cl)cc1 (configuration not stated) | -2.2 |
| O=C(COC(=O)C1CCC1)Nc1cc(S(=O)(=O)N2CCOCC2)ccc1Cl | -1.1 |
| CCN(CC)S(=O)(=O)c1ccc(NC(=O)CO/N=C(\N)c2ccccc2)cc1 | 0.1 |

2 entries from above, set out differently.
Molecule | PLCg1 inh | PLC-beta3 inh | DAX1 inh-1 | ssDAF-12 act | ADAM17 inh | sPLA2-III inh | hgDAF12 agonist | DAX1 inh-2 | FXN GAA850 act | hcDAF-12 act | ADAM10 inh
CN(C)c1ncnc2c1ncn2[C@H]1CN(Cc2ccc(F)cc2)C[C@@H](CO)O1 | -1 | 0 | / | -0.5 | -3 | -3 | -2.0 | -0.2 | 0.7 | 0.4 | 0
COc1ccc(/C=C/C(=O)NC(=S)NNC(=O)c2cccs2)cc1 | -18 | -19 | 3.1 | -1.3 | 2 | 8 | 13* | 1.0 | -3.1 | 2.1 | -4

Reprinted at random: two compounds from above
SMILES	PLCg1 inh	PLC-beta3 inh	DAX1 inh-1	ssDAF-12 act	ADAM17 inh	sPLA2-III inh	hgDAF12 agonist	DAX1 inh-2	FXN GAA850 act	hcDAF-12 act	ADAM10 inh
COc1ccccc1Oc1ccc(S(=O)(=O)N2CCOCC2)cc1S(=O)(=O)N1CCOCC1	0	1	-0.7	-0.6	-2	-4	0.2	-0.1	-1.0	-0.3	7
COc1ccc(NS(=O)(=O)c2ccc(NC(=O)C3CCCO3)cc2)cc1 (configuration not stated)	1	-1	-1.7	-0.9	-3	-5	-3.0	-0.8	1.1	-2.5	1

(cont.)
SMILES	PLCg1 inh	PLC-beta3 inh	DAX1 inh-1	ssDAF-12 act	ADAM17 inh	sPLA2-III inh	hgDAF12 agonist	DAX1 inh-2	FXN GAA850 act	hcDAF-12 act	ADAM10 inh
Cc1ccc(O)c(NC(=S)NC(=O)C(C)C)c1	8	7	-0.1	-1.2	0	21*	3.8	0.7	1.8	-0.8	0
CN(C1(C)CCS(=O)(=O)C1)S(=O)(=O)c1cccc([N+](=O)[O-])c1 (configuration not stated)	3	-5	2.7	-0.4	-4	2	0.2	1.3	-0.2	-0.6	1
COC(=O)/C(=C/c1c[nH]c2ccccc12)NC(C)=O	4	1	-0.5	-1.1	2	-2	-3.2	-0.1	1.4	0.6	0
Cc1nc(NC(=O)c2ccc3c(c2)OCCO3)ccc1Br	0	-6	2.6	-0.2	0	5	7.2	13*	4.0	4.3	2
CCCCCCCCN1C(=O)[C@@H](CC(=O)NCCCOCCCC)C[C@@]2(C(=O)OC)C1=C[C@H](C1CCCC1)O[C@@H]2C	2	3	/	-1.0	-1	3	0.3	-0.8	/	-0.9	1
O=C(NCc1cccnc1)/C(=C/c1ccco1)NC(=O)c1ccccc1	-9	-9	-0.8	-1.1	0	-3	-1.9	0.7	0.3	-0.8	-2
CC(=O)Nc1ccc(S(=O)(=O)c2ccc(C)cc2)cc1	10*	-5	0.5	-1.4	3	2	1.4	-0.6	-1.4	-0.3	-3
CN(C(=O)c1ccc2c(c1)CCN2S(C)(=O)=O)c1ccccc1	0	-3	0.2	-0.8	-3	-1	-2.6	-0.2	0.2	-0.7	-1
O=C(NCCc1ccccc1)c1cccc(NC(=O)C2CC2)c1	2	3	1.6	0.4	-4	-6	17*	3.5	6.5	4.0	-6
S=c1[nH]nc(-c2ccccn2)n1/N=C/c1ccc(Br)s1	-1	-1	-0.7	-1.1	-3	3	-3.1	0.2	2.4	-2.1	-2
O=C(O)c1ccccc1N(Cc1ccccc1)C(=O)COc1ccccc1	-3	-12	-1.1	-1.3	-6	1	4.1	0.1	-0.9	-0.3	-7
CCNC(=O)c1ccccc1NC(=O)C1CC(=O)N(C(C)C)C1 (configuration not stated)	1	-6	0.6	-0.9	-4	7	0.6	-0.1	2.3	-0.6	-6
Cc1cccc(CN2CCN(C3CN(Cc4cn(Cc5ccc(F)cc5)nn4)S(=O)(=O)C3)CC2)c1 (configuration not stated)	1	3	/	-1.1	-4	2	3.8	-0.9	/	0.7	-6
CC(=O)N1CCc2c(sc(NC(=O)C3COc4ccccc4O3)c2C(N)=O)C1 (configuration not stated)	-8	-13	-0.6	-1.1	-10	-8	0.1	1.4	3.5	0.5	-26
Cc1ccccc1C(=O)Nc1ccc(-c2nc3ccc(C(=O)c4ccccc4)cc3[nH]2)cc1	-96	-99	-4.0	-2.3	-23	-9	-4.8	-1.5	-5.6	-5.0	-86
CN1C(=O)/C(=C\c2cc(Br)cs2)c2ccccc21	0	0	0.9	1.6*	2	5	8.6	0.7	9.7*	6.1*	-1
O=C(O)C1C2CCC(O2)C1C(=O)Nc1cnn(Cc2ccccc2)c1 (configuration not stated)	0	2	0.1	-0.8	-4	5	1.9	-0.2	1.9	0.0	-5
O=C1N/C(=C/c2cccn2-c2ccccc2)C(=O)N1Cc1ccc(F)cc1	-9	-10	-2.6	-1.5	0	9	-1.2	-0.6	-0.4	-0.1	5
Cc1cccc(-n2cc(CN3CCN(c4ccccn4)CC3)c(-c3cccc(F)c3)n2)c1	0	-3	-1.4	-0.7	-4	-5	0.9	-0.5	0.1	0.7	-8
Cc1cccc(OCC(=O)NCC(=O)N/N=C/c2ccc(O)cc2O)c1	-7	-17	-0.1	-1.1	-11	-18	-3.4	-1.1	-3.5	-1.9	-32
CC1CC1c1ccc(/C=C(\C#N)C(=O)Nc2cc(Cl)ccc2Cl)o1 (configuration not stated)	-33	-40	-0.8	-0.7	1	-1	-1.4	-0.5	-0.2	0.9	8
CC1(C)OC(c2ccccc2)=C/C(=C\C=N\NC(=O)c2ccncc2)O1	-11	-19	/	-2.2	4	5	-2.1	-0.1	-1.6	-1.2	10
Cc1noc(C)c1C(=O)OCC(=O)Nc1cccc(F)c1	0	1	0.7	-1.6	-3	2	-0.6	0.0	-1.8	0.1	-5
COc1ccc(C(=O)Nc2cc(=O)n(C)c(=O)n2C)cc1OC	2	1	0.6	-0.4	-2	16	-1.9	-0.6	1.1	0.5	-9
N#Cc1c(N)n(CCOC(=O)c2cccc(Br)c2)c2nc3ccccc3nc12	-349	-439	-0.7	-1.2	-85	-18	-3.2	-0.7	-1.0	-1.8	-268
CCCN(CCC)CCCNC(=O)c1cn(CC)c2ccc(S(=O)(=O)N3CCOCC3)cc2c1=O	3	-2	0.5	-1.0	-1	4	2.6	1.4	1.7	2.0	1
COc1cccc(C(C(=O)NC(C)(C)C)N(Cc2ccco2)C(=O)CCC(=O)Nc2cc(C)on2)c1OC (configuration not stated)	0	4	-0.5	-0.9	3	-3	-2.6	-0.3	-0.5	-1.5	11
CS(=O)(=O)N(CC(=O)Nc1ccccc1-c1ccccc1)c1ccc(F)cc1	2	-2	-2.1	-2.2	2	-12	-3.0	-1.2	-0.9	-1.1	0
CCOC(=O)c1c(S(=O)(=O)NCC(=O)Nc2cc(C)ccc2C)c(C)n(C)c1C	7	3	1.4	-0.5	2	4	0.8	-2.2	-0.1	-2.4	6
CC(C)Oc1ccc(CNCC2(O)CCOC(C)(C)C2)cc1 (configuration not stated)	1	9	-0.8	-1.0	1	10	-2.0	-0.1	0.9	-1.6	5
CC(=O)Nc1ccc(CNc2ncnc3ccc(-c4c(C)noc4C)cc23)cc1	-2	1	3.8	1.2*	0	-4	-0.8	1.7	2.0	6.3*	-4
COC(=O)c1ccc(C2=NOC(C)(c3nnc(Cc4ccccc4)o3)C2)cc1 (configuration not stated)	2	1	-1.6	-1.6	4	-21	0.1	0.8	1.8	-1.2	8
COc1ccc(C(=O)N2CCC(C(=O)Nc3ccc(C)cc3)CC2)cc1	3	-3	2.0	-1.7	-2	4	-3.8	0.1	-2.7	0.0	-2
